# mIAP inh: blocks mouse intestinal alkaline phosphatase. AID 2806. purified mouse IAP, CDP-Star luminescence, 30 min. inhibition, % at 10 µM. 330,000 compounds, 0.2% hits;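 active = inhibition of at least 40% at 10 µM in the primary screen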;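 note: plate controls were DMSO with enzyme for no effect and no enzyme wells for full effect; values of inactives mirror those of a sister screen read the other way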
# APOBEC3A inh: human APOBEC3A DNA deaminase inhibition. P31941. recombinant A3A, FAM/TAMRA ssDNA deamination fluorescence. inhibition, % at 20 µM. 330,000 compounds, 0.41% hits. AID 493011;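 active = at least 40% inhibition at 20 µM here, with at most 30% in a related deaminase screen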;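 note: plate controls were A3A with DMSO for no effect and wells lacking A3A enzyme for full effect; some results filed as inactive read as strong as hits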
# Target sequence (P31941 whole entry, looked up): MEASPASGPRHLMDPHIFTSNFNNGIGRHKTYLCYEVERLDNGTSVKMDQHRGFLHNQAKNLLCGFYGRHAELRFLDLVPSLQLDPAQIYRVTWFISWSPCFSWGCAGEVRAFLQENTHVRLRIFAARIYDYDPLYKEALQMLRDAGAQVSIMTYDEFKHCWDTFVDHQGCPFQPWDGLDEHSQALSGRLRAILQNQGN
# NR3A LBD binder: NR3A (human) ligand-binding domain modulation. NR3A LBD differential scanning fluorimetry, Tm shift; 0% = protein alone, 100% = glycine-bound protein. Tm shift relative to glycine control, % at 25 µM. 340,000 compounds, 2.5% hits;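 active = melting temperature shift of at least 10% of the positive control shift, at one fixed dose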
# MIN6 prolif: MIN6 beta-cell proliferation induction; AID 2380; 330,000 compounds, 0.29% hits; MIN6 cells proliferation, ATPlite luminescence, 48 h; cells starved in 0.2% serum; 100% = growth in 10% serum; proliferation, % at 10 µM;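 active = compounds whose signal lies at least 3.5 SD above the mean of all wells on their plate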;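 note: 0% = DMSO-treated cells in low-serum medium and 100% = 10% serum control; some compounds called inactive have numbers as strong as hits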
# A3G deaminase: blocks human APOBEC3G single-stranded DNA deamination; recombinant A3G, ssDNA deamination FAM/TAMRA fluorescence; Q9HC16; inhibition, % at 20 µM; 330,000 compounds, 0.28% hits; AID 493012;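 active = inhibition of at least 40% at 20 µM, with no more than 30% in the related APOBEC3A deaminase screen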;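 note: plate controls were DMSO wells with A3G for no effect and wells lacking A3G enzyme for full effect; some compounds called inactive have numbers as strong as hits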
# Target sequence (Q9HC16 whole entry, looked up): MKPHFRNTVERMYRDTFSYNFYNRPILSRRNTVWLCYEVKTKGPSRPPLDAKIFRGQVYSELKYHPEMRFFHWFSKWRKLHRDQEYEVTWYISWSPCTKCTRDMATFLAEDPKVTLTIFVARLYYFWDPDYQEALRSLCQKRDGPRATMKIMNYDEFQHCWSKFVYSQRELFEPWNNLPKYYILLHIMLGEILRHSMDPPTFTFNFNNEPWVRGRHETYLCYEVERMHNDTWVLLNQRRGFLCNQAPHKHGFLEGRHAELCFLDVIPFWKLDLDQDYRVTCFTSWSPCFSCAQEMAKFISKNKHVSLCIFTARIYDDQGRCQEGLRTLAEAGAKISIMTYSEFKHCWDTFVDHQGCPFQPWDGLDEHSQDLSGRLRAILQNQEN
# hIAP act: increases human intestinal alkaline phosphatase activity; P09923; purified human IAP, CDP-Star luminescence, 30 min; hits give high values; 1 = vehicle-only enzyme, 0 = enzyme-free background; activation factor at 10 µM; 330,000 compounds, 0.16% hits; AID 2524;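 active = activation factor of the enzyme at least 2-fold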; note: the source names both 10 and 20 µM as test concentration; values of inactives mirror those of a sister screen read the other way
# mIAP activ: increases mouse intestinal alkaline phosphatase activity | muIAP, CDP-Star luminescence, 30 min; hits give high values; 1 = vehicle-only enzyme signal, 0 = enzyme-free wells | activation factor at 10 µM | 330,000 compounds, 0.24% hits;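 active = activation factor of at least 2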; note: the source names both 10 and 20 µM as test concentration; values of inactives mirror those of a sister screen read the other way
#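 Assay system: mouse IAP enzyme; reagent: chemiluminescent substrate CDP-Star; dosing: test compounds delivered from DMSO solution; schedule: 30 min at room temperature; measured by: luminescence from enzymatic CDP-Star hydrolysis; controls: DMSO-only wells and no-enzyme negative control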
# MPTP inh: inhibitors of mitochondrial permeability transition pore; AID 602449; 360,000 compounds, 1.4% hits; inhibition, % at 10 µM; isolated mouse mitochondria, Ca2+ swelling absorbance, 30 min;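 active = inhibition of 50% or more, scaled per plate between neutral and stimulator controls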;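 note: 0% = DMSO wells given calcium and 100% = 1 mM EGTA wells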
# hIAP inh: blocks human intestinal alkaline phosphatase. inhibition, % at 10 µM. 330,000 compounds, 0.12% hits. AID 2544. purified IAP, CDP-Star luminescence, 30 min;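 active = inhibition reaching a set limit with compound at 10 µM in the primary screen, cut at about 35% in these data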;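 note: plate controls were DMSO wells with enzyme for no effect and no-enzyme buffer wells for full effect; values of inactives mirror those of a sister screen read the other way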
# Starred values were filed as active, the others as inactive; . = no result given.
SMILES,mIAP inh,APOBEC3A inh,NR3A LBD binder,MIN6 prolif,A3G deaminase,hIAP act,mIAP activ,MPTP inh,hIAP inh
Cc1ccccc1OCc1ccc(C(=O)N2CC(C)OC(C)C2)o1 (stereo not given),2,0,-4,0,-3,1.2,0.98,0.5,-19
COc1cc2c(-c3ccc4c(c3)OCO4)c(-c3ccsc3)oc(=O)c2cc1OC,15,0,13*,-4,-5,0.77,0.85,-1.6,24
Cc1ccc(CN(C)C(=O)C2CCCN2C(=O)c2cccs2)o1 (stereo not given),1,-2,-1,-2,-4,0.92,0.99,0.0,8
CC(C)N(Cc1nc(-c2ccc(Cl)cc2)no1)C(=O)C(c1ccccc1)c1ccccc1,11,0,1,-6,-3,1,0.89,0.2,0
O=C(Nc1nc(-c2cc(Cl)sc2Cl)cs1)c1cccs1,4,-4,14*,-7,-5,0.87,0.96,-0.5,13
Cc1c(Br)c([N+](=O)[O-])nn1CC(=O)NCc1ccccc1,2,6,0,-5,-2,1,0.98,2.8,-1
Cc1oc(/C=N/NC(=O)CN(c2ccccc2Br)S(C)(=O)=O)cc1Br,7,-2,-4,4,-4,0.94,0.93,5.7,6
CCN(CC)CCCOC(=O)c1ccc(OC)cc1O,4,-1,-1,4,-8,1.1,0.96,-0.8,-8
CC1(C)CC2C1CCC1(O)CC2(C)CCC1N(O)c1ccc(C(=O)NCCO)cn1 (stereo not given),2,0,5,1,-4,1.2,0.98,-0.4,-20
CCOc1cc(/C=C/C(=O)O)ccc1OCCOc1ccccc1,10,-5,-2,-4,6,1,0.91,-0.2,0
CCOc1ccccc1CNC(=O)c1ccc2nc(N3CCOCC3)sc2c1,-22,1,2,-3,-6,0.92,1.2,-3.1,8
O=[N+]([O-])c1ccccc1/C=N/NC1=NCCN1,-10,50*,-1,-2,19,0.98,1.1,0.3,2
CCc1c(C)[nH]n(-c2ccc(Oc3ccccc3)c(S(=O)(=O)O)c2)c1=O,-14,25,4,-2,11,1.1,1.1,-4.9,-6
Cc1c(NC(=O)C(C)OC(=O)[C@@H](NC(=O)c2ccccc2)C(C)C)c(=O)n(-c2ccccc2)n1C (stereo not given in full),7,0,-1,-3,-4,1,0.93,-1.9,0
C/C(=C\C(=O)c1ccccc1)Nc1cccc(O)c1,10,-1,-30,-2,-4,1.1,0.9,4.5,-7
COc1ccccc1/C=C/C=C1\Oc2c(ccc(O)c2CN(C)C)C1=O,8,-5,-1,-6,-9,1.1,0.92,2.6,-15
CC1=C(C(=O)Nc2ccc(Cl)cc2)C(c2ccncc2)C(C#N)=C(SCC(N)=O)N1 (stereo not given),4,1,3,-1,0,1.1,0.96,0.2,-8
COCCN1CCn2c(nc3cc(NC(C)=O)ccc32)C1,-7,-1,2,2,2,0.94,1.1,0.3,6
COc1ccc(CCNC(=O)CSc2nnc(CNC(=O)c3cc(OC)c(OC)c(OC)c3)o2)cc1OC,0,-5,-2,2,-6,1.3,1,-0.3,-28
COc1cc(C(=O)NCC(=O)N/N=C/c2cccs2)cc(OC)c1OC,1,-1,0,-1,-2,0.97,0.99,-0.6,3
N#Cc1cn(N2CCCCC2)c(=O)[nH]c1=O,0,3,1,-3,-5,1.1,1,-0.2,-9
CC(=O)Nc1ccc(NC(=O)CN(C)CCC#N)cc1,4,2,-1,-1,-1,0.8,0.96,-0.6,20
CCc1ccccc1NC(=O)Nc1ccsc1C(=O)OC,6,-2,1,1,-9,1,0.94,-0.1,0
O=C(c1cnsn1)N1CCN(c2ccccn2)CC1,-2,1,1,-1,1,1,1,-0.8,-2
CCC(C)NCC(O)(c1ccc(Cl)cc1)c1ccc(Cl)cc1 (stereo not given),9,-4,-2,-3,-4,0.9,0.91,0.6,10
# Additional compounds follow:
SMILES,mIAP inh,APOBEC3A inh,NR3A LBD binder,MIN6 prolif,A3G deaminase,hIAP act,mIAP activ,MPTP inh,hIAP inh
CC1(C)CC2(CC(c3cccs3)c3cc(Cl)c(O)cc3O2)NC(=S)N1 (stereo not given),6,-4,-15,-4,-8,0.93,0.94,-2.3,7
Cc1cc(C)cc(NC(=O)c2cccnc2)c1,0,-4,1,0,9,1,1,1.1,0
O=C(COc1ccccc1)NCCS(=O)(=O)N1CCN(c2ccccc2)CC1,-3,0,0,2,-3,1,1,-0.6,0
CCCc1cc(=O)[nH]c(SCC(=O)N2CCOCC2)n1,-2,-2,1,-2,-8,0.96,1,0.3,4
Cc1ccc(NC2=CC(=O)CC(C)(C)C2)c(N)c1,-9,1,0,-1,-6,0.98,1.1,-2.2,2
Nc1cc(-c2ccc(Cl)cc2)nn1S(=O)(=O)c1ccc(Cl)cc1,-8,0,9,2,-10,1.2,1.1,2.0,-16
CC(=O)N1CCOc2ccc(S(=O)(=O)NC[C@H]3O[C@@H](n4cnc5c(N)ncnc54)[C@H](O)[C@@H]3O)cc21,-4,-2,7,.,5,.,1,5.9,.
COc1ccc(N(C)C(=O)c2onc3c2CCCC3)cc1,-2,-6,-11,1,-3,1,1,1.2,0
CCOc1ccccc1NC(=O)Cc1coc2ccc(C)cc12,-3,7,0,2,0,0.79,1,-0.9,21
CCCCC(=O)N=c1sc2cc(S(C)(=O)=O)ccc2n1C,1,-3,-8,-2,-7,0.98,0.99,-1.3,2
COc1ccccc1CN1CCN(C(=O)c2ccncc2)CC1,7,-5,1,-1,2,1.1,0.93,-1.7,-6
COc1ccc(NC(=O)N(C)C[C@H]2Oc3c(NC(=O)Nc4ccccc4)cccc3C(=O)N([C@H](C)CO)C[C@@H]2C)cc1,2,-1,-13,-1,-7,0.96,0.98,1.6,4
c1cc2c(nn1)CCc1nonc1-2,0,0,-1,-2,-3,0.95,1,-1.0,5
CC1CCN(c2ccc([N+](=O)[O-])cc2C(=O)N2CCOCC2)CC1,0,-3,0,9,-4,0.82,1,-0.1,18
CCn1c(SC(C)C(=O)NCC2CCCO2)nc2ccccc21 (stereo not given),-4,2,1,0,0,1,1,-0.1,-4
COc1cc(C(=O)Nc2c(C(=O)N3CCOCC3)oc3ccccc23)cc(OC)c1OC,3,-5,2,9,-7,1.1,0.97,-2.2,-10
O=C(Nc1ccc(N2CCN(C(=O)c3cccs3)CC2)c(Cl)c1)c1ccco1,-6,-8,-7,-2,-6,1.1,1.1,-1.7,-11
COc1ccccc1-c1nnc(SCC(=O)O)n1-c1ccc(C)cc1,-2,1,1,2,-2,1,1,-0.1,0
CN(Cc1ccco1)C(=O)c1ccc(CNS(=O)(=O)c2ccc3c(c2)C(C)(C)C(=O)N3C)cc1,3,-6,0,0,-10,0.94,0.97,-1.2,6
S=C(NCCC1=CCCCC1)NCc1ccco1,-21,-7,-1,-6,-9,0.96,1.2,-1.2,4
Fc1ccc(OCc2nnc(SCCN3CCOCC3)o2)cc1,10,-1,4,0,1,1,0.9,-0.8,0
Cc1cc(C(=O)OCC(=O)Nc2ccccc2C(F)(F)F)on1,2,-5,2,-4,-7,0.91,0.98,0.8,9
CCOc1ccc(CCN2CN(C3CCCCC3)CNC2=S)cc1OCC,8,-1,1,2,-2,1.1,0.92,1.6,-14
Cn1cc(Br)c(C(=O)NNC(=O)Cc2ccc(Cl)cc2)n1,-2,1,-2,1,-5,1.6,1,-0.2,-59
Cc1cc([N+](=O)[O-])c(C)cc1-c1ccc(/C=N/NC(=O)c2cccnc2)o1,24,-1,-1,-5,-7,0.97,0.76,-4.0,3
# Additional entries follow.
SMILES,mIAP inh,APOBEC3A inh,NR3A LBD binder,MIN6 prolif,A3G deaminase,hIAP act,mIAP activ,MPTP inh,hIAP inh
O=C(NNC(=O)c1ccc([N+](=O)[O-])cc1)c1ccncc1,-1,-2,-2,-1,-5,1.1,1,-1.4,-10
N/C(=N\OC(=O)c1cccc(F)c1)c1ccccc1,-10,2,-2,-2,-1,1,1.1,-1.4,0
COc1ccc(S(=O)(=O)N2CCN(Cc3ccc(OC)c(OC)c3)CC2)cc1,-3,-2,0,0,-4,1.2,1,-0.2,-21
Cc1cc(Cl)c(OCCCSc2nc(C)cc(=O)[nH]2)c(Br)c1,-1,7,0,-5,10,0.91,1,12,9
COc1ccc(CCNc2cc(C)nc3c(-c4ccccc4OC)cnn23)cc1OC,4,-4,-1,1,-7,0.84,0.96,1.9,16
CCCCCCn1nc(C(=O)N(CCOC)c2c(N)n(CCCC)c(=O)[nH]c2=O)c2ccccc2c1=O,-11,35,1,-2,15,0.83,1.1,0.3,17
O=C(O)c1cccc(Nc2ccc3nonc3c2[N+](=O)[O-])c1,6,0,-1,-2,-6,0.84,0.94,1.4,16
COc1ccc(CN2CCN(Cc3cccc4nonc34)CC2CCO)c(C)c1C (stereo not given),2,5,1,4,-10,0.89,0.97,-0.6,11
CCC1(C)NC(=O)N(CC(=O)Nc2sc3c(c2C(=O)OC)CCCCC3)C1=O (stereo not given),13,-3,-5,5,-5,1,0.87,2.0,-1
O=C(NCCCSc1ccccc1)c1cc(Br)ccc1O,-4,2,5,-7,5,0.86,1,75*,14
COCCNC(=O)CSc1nc2ccccc2c(=O)n1CCC(=O)NCCc1ccc(OC)c(OC)c1,2,-1,-1,-2,-6,0.94,0.98,-0.8,6
N#Cc1ccsc1NC(=O)CN1C(=O)NC2(CCCC2)C1=O,15,9,.,-4,10,0.91,0.85,-1.0,9
CCOC(=O)c1sc(NC(=O)c2ccccc2)cc1C,0,0,4,-3,-2,0.9,1,24,10
CCCCCCOc1ccc(/C(N)=N/O)cc1,6,-2,-1,-5,-2,0.98,0.94,-3.3,2
Cc1ccc(OCCC(=O)Nc2ccc(F)c(F)c2)cc1,-4,-2,-7,0,-4,1.1,1,31,-7
Cc1nn(C)c(C(=O)NNC(=S)NC2CCCCC2)c1Br,4,0,1,2,-4,1.7,0.96,0.4,-70
NC(=O)c1ccccc1NC(=O)CS(=O)(=O)Cc1ccccc1,-3,-3,-1,0,-2,0.89,1,0.6,11
CC(C)OC(=O)/C(=C/c1ccco1)c1ccccc1,13,-1,-2,1,-9,0.97,0.87,2.9,2
COc1cc(OC)c2c(-c3ccccc3)cc(=O)oc2c1C(CCN1CCCCC1)c1ccc2c(c1)OCO2 (stereo not given),9,0,-2,-8,-8,1,0.91,7.4,-1
CC(C)Cn1c(N)c(C(=O)CSc2ccc3c(c2)OCCO3)c(=O)n(C)c1=O,2,-2,1,-6,-2,1.1,0.98,99*,-13
Cc1ccc(-n2c(SCC(=O)Nc3ccc(N4CCOCC4)cc3)nc3ccccc3c2=O)cc1,-4,-3,0,0,-7,0.99,1,5.4,1
COc1cccc(NC(=O)CSc2nc3ccsc3c(=O)n2-c2ccc(C(=O)O)cc2)c1,4,0,-3,3,-5,0.92,0.96,1.2,8
O=C(COC(=O)CCSc1ccc(Cl)cc1)NCc1ccco1,8,-2,-1,-4,-8,0.96,0.92,1.3,4
O=C1C=CN2CCCCC2CC1 (stereo not given),-10,-3,0,-5,6,1.2,1.1,-1.6,-18

# Single records (already shown):
# O=C(NNC(=O)c1ccc([N+](=O)[O-])cc1)c1ccncc1 reads mIAP inh: -1; APOBEC3A inh: -2; NR3A LBD binder: -2; MIN6 prolif: -1; A3G deaminase: -5; hIAP act: 1.1; mIAP activ: 1; MPTP inh: -1.4; hIAP inh: -10
# Cc1ccc(OCCC(=O)Nc2ccc(F)c(F)c2)cc1 reads mIAP inh: -4; APOBEC3A inh: -2; NR3A LBD binder: -7; MIN6 prolif: 0; A3G deaminase: -4; hIAP act: 1.1; mIAP activ: 1; MPTP inh: 31; hIAP inh: -7

# Screens deposited in PubChem BioAssay by Sanford-Burnham Center for Chemical Genomics.
